Assay outcomes deposited in PubChem by NMMLSC.
T cell modulator = modulates CD8 T cell binding to vesicles; 2C CD8+ T cell-vesicle binding, flow cytometry; stronger effect = lower value; calls only at 7 µM; hit rate 0.068% among 330,000; AID 2052;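 active = response, share of CD8 T cells binding vesicles, and their 90th percentile fluorescence all below set limits, cut at about 80% in these data, passing the limit was not always enough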
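Material: murine 2C transgenic CD8+ T lymphocytes / Also added: QL9-peptide-loaded Drosophila micro-vesicles bearing Ld, ICAM-1 and B7-1 / Schedule: binding step 1.5 h, 37 °C, antibody labelling 20 min, ice / Signal: flow cytometry, PE anti-B7-1 (FL2) versus Alexa647 anti-CD8 (FL8), PFA-fixed / Evaluation: percent CD8+ FL2 mean versus row control / Benchmarks: naked versus QL9-loaded vesicles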
Myeloid diff MLP = promotes myeloid progenitor differentiation; AID 624256; ER-HoxA9 myeloid progenitors, lysozyme-GFP differentiation, flow cytometry; calls only at 10 µM; hit rate 1% among 360,000;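 active = normalized GFP-positive differentiation at or above the plate's own cutoff, the solvent-only control mean plus 3 SD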;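 also: cells exposed to compound for four days before flow analysis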
T cell modulator vesicle-bound % = further read-out of T cell modulator, marked with its call; double positive events, %; measured here: CD8+ vesicle-bound cell fraction;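 binding gate set so that unloaded-vesicle control wells show 10% double positive cells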
Myeloid diff MLP GFP+ MAC1+ % = further read-out of Myeloid diff MLP, marked with its call; GFP+ MAC1+ double positive, %; measured here: differentiation confirmed by MAC1 staining
Active calls of the source: *; i = inactive; + = active, no number.

SMILES	T cell modulator	T cell modulator vesicle-bound %	Myeloid diff MLP	Myeloid diff MLP GFP+ MAC1+ %
O=S1(=O)CCO[C@H]2Cc3ccccc3[C@H]2N1Cc1cccc(C(F)(F)F)c1	i	19	i	0.9
CCCc1cc(=O)oc2cc(OCC(=O)N3CCOCC3)c(Cl)cc12	i	56	i	0.1
COc1ccccc1N1CCN(CC(=O)Nc2ccccc2C(=O)NC(C)c2ccccc2)CC1 (centres undefined)	i	17	i	1.5
Cc1c(C2(O)CCCCC2)[nH]c2ccc(C(F)(F)F)cc12	i	3	i	3.2
Cc1ccc(S(=O)(=O)N2CCC(C(=O)OCc3c(C)noc3C)CC2)cc1C	i	58	i	0.3
O=C(COC(=O)CSc1ccc(Cl)cc1)Nc1ccc2[nH]c(=O)[nH]c2c1	i	48	i	0.6
O=C(CCNC(=O)c1ccc(Cl)cc1)Nc1nc2ccccc2[nH]1	i	54	i	1.0
COc1ccccc1NC(=O)CON=C(N)CC(=O)NC1CCCCC1	i	9	+	3.7*
Cc1ccc(OCCOC(=O)c2cc(S(=O)(=O)N3CCCCC3)ccc2N2CCOCC2)cc1	i	46	+	2.2*
COc1ccccc1OCC(=O)OCC(=O)NC1CCCCC1	i	42	i	0.7
CC(NCC(=O)Nc1cc(S(=O)(=O)N2CCOCC2)ccc1Cl)c1ccc(Cl)cc1Cl (centres undefined)	i	53	i	0.8
CC(C)CN(C(=O)c1ccc(S(=O)(=O)N2CCCC2)cc1)C1CCS(=O)(=O)C1 (centres undefined)	i	37	i	1.5
O=C(Nc1ccc(F)c(Cl)c1)c1cccnc1	i	33	i	0.9
Cc1cc(C)c(NC(=O)COC(=O)Cn2nc(-c3ccccc3)oc2=O)c(C)c1	i	25	i	1.1
COc1ccc(C#Cc2c(-c3ccsc3)oc3ccc(-c4cc(OC)c(OC)c(OC)c4)cc23)cc1	i	12	i	1.7
C=CCOc1ccc(/C=C/C(=O)OCC(=O)NNC(=O)c2ccccc2F)cc1	i	6	i	0.8
CC(=O)Nc1ccc(S(=O)(=O)NCCC(=O)N2CCN(c3ccccc3Cl)CC2)cc1	i	40	i	1.4
Nc1nc(N2CCN(c3ccccn3)CC2)nc2ccccc12	i	30	i	0.6
CN1CCC(N(C)S(=O)(=O)c2ccc(NC(=O)c3ccc(S(=O)(=O)N(C)C)cc3)cc2)CC1	i	17	i	0.4
Cc1cccc(-c2nn(-c3ccccc3)cc2C(=O)Nc2cccc(S(=O)(=O)NC3=NCCC3)c2)c1	i	33	i	0.9
CCN1CCN(S(=O)(=O)c2ccc(Cl)c(C(=O)Nc3nnc(C)s3)c2)CC1	i	40	i	1.0
COc1ccc([C@@H]2[C@@H]3C(=O)N(C(C)(C)C)C(=O)[C@@H]3[C@]3(Cc4ccccc4)C(=O)N(c4cccc(Br)c4)C(=O)N23)cc1	i	44	i	0.4
Cc1ccc(C(=O)C(C)OC(=O)CN2C(=O)NC3(CCCC3)C2=O)cc1C (centres undefined)	i	36	i	0.7
CCn1c(C)cc(C(=O)CN2C(=O)c3ccccc3S2(=O)=O)c1C	i	24	i	0.6
Cc1ccc(C)c(NC(=O)CN(C)C(=O)c2cc([N+](=O)[O-])ccc2N2CCOCC2)c1	i	46	i	0.4
O=C(COc1cccc2cccnc12)Nc1cccc(S(=O)(=O)N2CCCC2)c1	i	6	i	1.6
Fc1cccc(-c2c(-c3ccccc3)ncc3cc(F)ccc23)c1	i	34	i	2.5
CC(C)Cn1c(N)c(C(=O)COC(=O)c2cnccn2)c(=O)n(C)c1=O	i	37	+	2.1*
O=C(CN1C(=O)NC2(CCc3ccccc32)C1=O)Nc1cccc(Cl)c1 (centres undefined)	i	48	i	1.5
CCNc1nc(NCC)n2c(SCC(=O)Nc3ccc(F)cc3)nnc2n1	i	58	i	0.6
O=C1C=C(c2ccc(C(=O)O)cc2)C[C@@H](c2ccc(F)cc2)C1	i	21	i	2.3
Cc1ccccc1S(=O)(=O)N1[C@@H](c2ccc(Cl)cc2)C(C(=O)O)=CC[C@H]1c1ccc(Cl)cc1	i	12	i	1.2
COc1cc2cc(CCOC(=O)c3ccc(C(F)(F)F)cc3)oc(=O)c2cc1OC	i	32	i	1.8
CCOc1ccc(CCNC(=O)c2cc(-c3ccccc3)c(N3CCOCC3)s2)cc1	i	21	i	4.5
CSCCC(NC(=O)COc1ccccc1)C(=O)N1CC(C)CC(C)C1 (centres undefined)	i	42	i	1.2
Cc1cccc(C(=O)NCC(=O)OCC(=O)N(C)CC(=O)Nc2ccc(F)cc2)c1	i	42	i	0.4
CC(=O)Oc1c(C(C)C)cc(N(C(C)=O)c2ccccc2)cc1C(C)C	i	51	i	0.5
CCN(C(=O)COC(=O)CNS(=O)(=O)c1ccc(SC)c([N+](=O)[O-])c1)C1CCCCC1	i	17	i	0.8
CCNC(=S)N(CCc1c(C)[nH]c2ccccc12)Cc1cccnc1	i	10	i	1.0
Cc1cccc(C)c1NC(=O)CNC(=O)c1ccc(N2CCCC2=O)cc1	i	69	i	1.0

Of the compounds above, four contain an NH in an aromatic ring.
SMILES	T cell modulator	T cell modulator vesicle-bound %	Myeloid diff MLP	Myeloid diff MLP GFP+ MAC1+ %
Cc1c(C2(O)CCCCC2)[nH]c2ccc(C(F)(F)F)cc12	i	3	i	3.2
O=C(COC(=O)CSc1ccc(Cl)cc1)Nc1ccc2[nH]c(=O)[nH]c2c1	i	48	i	0.6
O=C(CCNC(=O)c1ccc(Cl)cc1)Nc1nc2ccccc2[nH]1	i	54	i	1.0
CCNC(=S)N(CCc1c(C)[nH]c2ccccc12)Cc1cccnc1	i	10	i	1.0

Additional entries
SMILES	T cell modulator	T cell modulator vesicle-bound %	Myeloid diff MLP	Myeloid diff MLP GFP+ MAC1+ %
O=C(CCc1ccccc1)Nc1ccc(NS(=O)(=O)c2ccccc2)cc1	i	22	i	0.4
CCOc1ccc(S(=O)(=O)Nc2ccn(C)n2)cc1	i	22	i	0.6
CC(C)C[C@H](NC(=O)[C@@H]1Cc2c([nH]c3ccccc23)C2c3ccccc3C(=O)N21)C(=O)NCC1CCCO1 (some centres undefined)	i	57	i	5.4
O=C(NNC(=O)C1CCC1)c1cccc(Cl)c1	i	32	i	0.1
O=C(COC(=O)c1ccc(F)cc1)NCc1ccc(F)cc1	i	27	i	0.4
C[C@@]12C(=O)N(c3ccccc3)C(=O)N1[C@@H]1c3ccccc3OC[C@@H]1[C@H]2c1ccccc1	i	13	i	0.7
CCCn1nc(C(=O)NC2CCCC2)c2ccccc2c1=O	i	32	i	0.3
CCC(CO)Oc1cc(NCc2cc(C)cc(C)c2)c2ncn(C(C)C)c2c1 (centres undefined)	i	6	i	1.5
C=C1CC[C@@]23CC[C@]4(C)[C@@](OC2=O)([C@@H]3C1)[C@H]1O[C@H]1C1[C@@]2(C)CC[C@H](O)C(C)(C)C2CC[C@]14C (some centres undefined)	i	30	i	1.1
COc1ccc(-c2cc(C(=O)Nc3ccc(F)cc3F)no2)cc1	i	27	i	0.7

3 entries already listed, ordered by heavy-atom count, lowest first.
SMILES	T cell modulator	T cell modulator vesicle-bound %	Myeloid diff MLP	Myeloid diff MLP GFP+ MAC1+ %
O=C(CCc1ccccc1)Nc1ccc(NS(=O)(=O)c2ccccc2)cc1	i	22	i	0.4
CCC(CO)Oc1cc(NCc2cc(C)cc(C)c2)c2ncn(C(C)C)c2c1 (centres undefined)	i	6	i	1.5
C[C@@]12C(=O)N(c3ccccc3)C(=O)N1[C@@H]1c3ccccc3OC[C@@H]1[C@H]2c1ccccc1	i	13	i	0.7

Next part
SMILES	T cell modulator	T cell modulator vesicle-bound %	Myeloid diff MLP	Myeloid diff MLP GFP+ MAC1+ %
COc1cccc(NC(=O)COc2cccc3c2CCNC3=O)c1	i	59	i	0.7
Cc1ccc(-c2cnc(SCCNC(=O)c3ccco3)[nH]2)cc1	i	24	i	0.4
CC(C)(C)OC(=O)C[C@H]1C/C=C\C[C@@H](CC(=O)NCCO)C(=O)NCCOC1=O	i	19	i	1.2
COc1ccc(C(=O)NCCS(=O)(=O)NCc2ccc(F)cc2)cc1	i	30	i	1.0
CC(C)(C)OC(=O)C[C@H]1C/C=C\C[C@@H](CC(=O)NCCO)C(=O)NC[C@@H](c2ccccc2)OC1=O	i	54	i	1.4
CC1CCCC(C)N1C(=O)COC(=O)c1ccc2ccccc2n1 (centres undefined)	i	6	i	0.2
CCN(C(=O)Cn1cnc2ccccc2c1=O)C1CCS(=O)(=O)C1 (centres undefined)	i	52	i	1.3
Cc1ccc(SCC(=O)OCC(=O)NCCNC(=O)COC(=O)CSc2ccc(C)c(C)c2)cc1C	i	29	i	1.0
CCN(CC)C(=O)c1[nH]cnc1C(=O)Nc1ccon1	i	41	i	1.1
COC(=O)C1=C(CCc2ccccc2)NC(=O)NC1c1ccc([N+](=O)[O-])cc1 (centres undefined)	i	21	i	2.8
COc1ccc(Cl)cc1NC(=O)CN(C)C(=O)c1n[nH]c2ccccc12	i	27	i	1.5
CCCCc1nnc(NC(=O)c2oc3ccc(OC)cc3c2C)s1	i	45	i	0.5
CC(=O)N/C(=C/c1cccnc1)C(=O)Nc1ccc(Cl)cc1	i	9	i	2.2
COc1ccc(C(=O)Oc2ccc(-c3nnco3)cc2)cc1S(=O)(=O)N1CCOCC1	i	29	i	0.4
COCCCNC(=O)c1c[nH]c2ccc(S(=O)(=O)N(C)c3ccccc3C)cc2c1=O	i	12	i	0.4
CCOC(=O)C1=C(COC(=O)COc2cc(C)ccc2C)NC(=O)NC1C (centres undefined)	i	46	i	0.8
O=C(NCCc1ccccc1)c1nccc2ccccc12	i	13	i	1.0
CCCN(C(=O)c1cc(CC)c(C)s1)c1c(N)n(Cc2ccccc2)c(=O)[nH]c1=O	i	28	i	0.8
Cc1cc(C(=O)COC(=O)c2n[nH]c(=O)c3ccccc23)c(C)n1C	i	41	i	0.4
C[C@@H]1C(=O)O[C@H](C)[C@H]1C[C@@H](O)[C@](C)(O)C1CC[C@@]2(O)C3=CC(=O)[C@@H]4C[C@@H](O)[C@@H](O)C[C@]4(C)C3CC[C@]12C (some centres undefined)	i	53	i	2.2
Cc1ccc(NC(=O)CSCC(=O)Nc2cccc(S(=O)(=O)N3CCCCCC3)c2)cc1	i	39	i	0.8
O=C1OC(CN2CCOCC2)CN1N=Cc1ccc([N+](=O)[O-])o1 (centres undefined)	i	33	i	2.8
O=C(/C=C/c1cccc(F)c1)Nc1ccc(S(=O)(=O)N2CCOCC2)cc1	i	45	i	0.4
COc1ccc(NC(=O)c2c(F)cccc2Cl)cc1S(=O)(=O)N1CCOCC1	i	22	i	0.7
O=c1cc(-c2ccccc2)nc(Sc2ccc([N+](=O)[O-])cc2[N+](=O)[O-])[nH]1	i	33	i	0.4
NC(N)=S	i	16	i	2.5
NS(=O)(=O)c1cc(Cl)c(Cl)c(S(N)(=O)=O)c1	i	42	i	1.6
COc1ccccc1C(CNC(=O)COc1ccccc1C)N1CCCC1 (centres undefined)	i	32	i	0.7
O=C(NCc1cccc(C(F)(F)F)c1)c1cccc2c1C(=O)c1ccc(N3CCC(Cc4ccccc4)CC3)cc1S2(=O)=O	i	20	+	5.2*
O=C(C[C@H]1C/C=C/CC[C@@H](Cc2ccc(F)cc2)C(=O)OC[C@H](c2ccccc2)NC1=O)NCCO	i	55	i	0.8
Cc1cccc(C(=O)NCc2nnc(SC(C)C(=O)Nc3nnc(C)s3)n2C)c1 (centres undefined)	i	14	i	0.7
COc1ccc(C(=O)N2CCN(c3cccc(Cl)c3)CC2)cc1S(=O)(=O)NC1CC1	i	40	i	1.1
COc1cc(NC(=O)c2ccc3c(c2)S(=O)(=O)N=C2CCCCCN23)cc(OC)c1	i	38	i	0.9
COc1cc(NC(=O)C2CC(=O)N(Cc3ccco3)C2)cc(OC)c1 (centres undefined)	i	37	i	0.9
COCCN1C(=O)N[C@@H](c2cccc(C(F)(F)F)c2)C(C(=O)OC)=C1C	i	35	i	3.7
O=C(CCNS(=O)(=O)c1ccc(Br)cc1)NNC(=O)C1COc2ccccc2O1 (centres undefined)	i	31	i	1.1
C[C@H](CO)N1C[C@H](C)[C@@H](CN(C)C(=O)Nc2ccccc2)Oc2c(NC(=O)Nc3ccc(C(F)(F)F)cc3)cccc2C1=O	i	11	i	1.0
C/C(=C\COc1ccc2ccc(=O)oc2c1)CC[C@@H](O)C(C)(C)O	i	18	i	0.4
COc1ccc2oc(=N)c(C(=O)Nc3cccc(C)c3C)cc2c1	i	45	i	0.6

The list is partial. The share of hits here may be higher or lower than overall.
